Screening data (PubChem BioAssay)
H9c2 TAG inh – triacylglycerol accumulation inhibition; H9c2 cells, Nile Red lipid (TAG) fluorescence; cells loaded with 200 µM oleic acid; inhibition, % at 12.5 µM; hit rate 0.66% among 230,000;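 active means pattern-corrected inhibition of lipid staining of at least 50% with the nuclear-stain viability signal not falling by more than 50%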;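 further: 0% = DMSO wells and 100% = triacsin C control wells; some results filed as inactive read as strong as hits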
H9c2 TAG inh DAPI viability – second read-out of H9c2 TAG inh, no call of its own (marks repeat the call); DAPI nuclei signal change (viability), lower = more cytotoxic, %;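 whole-well DAPI fluorescence read on a plate reader as a viability signal; minus 50 percent equals half of cells still viable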
The depositor's hits bear a star.

Compound,H9c2 TAG inh,H9c2 TAG inh DAPI viability
C=CCn1c(Sc2ccccc2)nc2c1c(=O)[nH]c(=O)n2C,-11,-2
Cc1ccc2nc(SCc3cccc([N+](=O)[O-])c3)nc(C)c2c1,4,-15
O=S(=O)(NCc1ccc2c(c1)OCO2)c1ccc(F)c(F)c1,3,1
COc1cc(C2c3c(oc4ccccc4c3=O)C(=O)N2c2nccs2)ccc1O (configuration not stated),7,-6
COCCn1c(SCC(=O)NC2CCCC2)nc2ccccc2c1=O,-11,4
CCC(C)[C@H]1COCCS(=O)(=O)N1Cc1ccc(C)cc1 (some centres not stated),8,-4
O=C(O)CN=CC1=C(O)CC(c2ccccc2)CC1=O (configuration not stated),5,-7
Cc1ccc2nc(-c3ccc(O)c(O)c3)cn2c1,32,-22
OCCC1CN(Cc2cccc3nccnc23)CCN1Cc1ccc(F)c(F)c1 (configuration not stated),-3,4
CCOC(=O)N/N=C\c1ccc(OC(=O)c2ccco2)cc1,1,9
CCN(Cc1cnn(C)c1)Cc1nc(C(c2ccccc2)c2ccccc2)no1,2,2
CCC(=O)NC(c1ccc(C)cc1)c1cc(Cl)c2cccnc2c1O (configuration not stated),7,-3
Cc1cc(C)nc(SCC(=O)N/N=C/c2cccn2-c2ccc(O)cc2)n1,12,-12
S=c1[nH]ncn1/N=C/c1ccc(N2CCOCC2)cc1,11,7
CCCc1cc(C(=O)Nc2ccc(Cl)cn2)cs1,-3,-1
CCN1C(=O)[C@@H]2[C@@H](c3ccc(-c4ccccc4)cc3)N3CCCC[C@@]3(C(=O)OC)[C@@H]2C1=O,2,-5
COc1ccc(OC)c(NC(=O)CS(=O)(=O)Cc2nc(-c3ccccc3C)oc2C)c1,4,-12
Cc1ccc(Oc2nc(-c3ccccc3)ncc2S(=O)(=O)c2ccc(C)cc2)cc1,-7,5
CNC(=S)N/N=C/c1ccc(N2CCOCC2)s1,16,7
CCCNC(=O)/C=C/c1ccc(S(=O)(=O)Nc2ccccc2OC)cc1,-16,4
CCOC(=O)C1(C)C=C(Nc2ccc(O)cc2)C(=O)N1c1ccc(O)cc1 (configuration not stated),-4,-1
Cc1cc(C)c(C(=O)CSc2nnc(N)s2)c(C)c1,12,0
O=C(/C=C/c1cccc(Cl)c1)N1CCC(Cc2ccccc2)CC1,2,11
Cc1onc(-c2c(F)cccc2Cl)c1C(=O)N1CCCc2ccccc21,5,-4
N#Cc1ccc(C(=O)Nc2nnc(-c3ccco3)o2)cc1,7,-4
COc1ccc(S(=O)(=O)N(CC(=O)NCc2ccco2)c2ccccc2)cc1OC,9,-5
O=C1NN(c2ccc(Br)cc2)C(=O)/C1=C\c1ccc(O)cc1O,-7,-2
COc1ccc(-n2cc(-c3ccc(Cl)cc3)[nH]c2=S)cc1,24,-2
Cc1ccc(NC(=O)CN2C(=O)NC(C)(CC(C)C)C2=O)cc1F (configuration not stated),7,5
C=CCC(O)(CCN1CCCCC1)c1ccccc1 (configuration not stated),-3,-3

Further entries follow:
Compound,H9c2 TAG inh,H9c2 TAG inh DAPI viability
Cc1cccc(C)c1NC(=O)C(NC=O)c1ccc(Cl)cc1 (configuration not stated),0,0
O=C(O)c1ccc(COc2ccc(Cl)cc2)o1,-4,-4
Cc1ccc(NC(=O)C(=O)NCc2ccco2)c(C)c1,-12,-1
COc1ccccc1C1SCCN1S(=O)(=O)c1ccccc1 (configuration not stated),-3,9
O=C(COn1nnc2ccc(C(F)(F)F)cc21)Nc1nnc(-c2ccccc2)o1,-13,12
COc1ccc(OC)c(C2C(C(=O)c3ccco3)=C(O)C(=O)N2CCN2CCOCC2)c1 (configuration not stated),6,-2
O=C(NC[C@@H]1CC[C@@H](Cc2ccc(-c3ccccc3)cc2)O1)Nc1ccc(Br)cc1,-7,1
Cc1occc1C(=O)Nc1cc(C(F)(F)F)ccc1Cl,12,-1
CCn1c(=O)c(C(=O)CN(C)Cc2cccc(OC)c2OC)c(N)n(Cc2ccccc2)c1=O,-1,3
CCCn1c(SCC(=O)Nc2cc(Cl)ccc2OC)n[nH]c1=O,-9,-11
COc1ccc(NC(=O)CSc2ccccn2)c([N+](=O)[O-])c1,-9,-8
O=C(c1cc(-c2cccs2)nc2ccccc12)N1CCN(CCO)CC1,-14,37
O=C1CN2NC(=S)N(c3ccccc3)C2=CN1c1ccc(Cl)cc1,0,-7
Cc1[nH]c2ccc(C(=O)OC(C)C(=O)NC3(C#N)CCCCC3)cc2c1C (configuration not stated),35,10
Cc1cc(C(=O)CCl)c(C)n1-c1ccon1,3,7
COC(=O)c1cn(-c2ccccc2)nc1-c1ccc(OC)cc1,7,-13
Cc1[nH]c(C(=O)N/N=C/c2ccc(N(C)C)cc2)c(C)c1C(=O)N/N=C/c1ccc(N(C)C)cc1,-8,32
CC1(c2ccccc2Cl)NC(=O)N(CC(=O)N2CCN(S(=O)(=O)c3ccccc3)CC2)C1=O (configuration not stated),3,0
O=C(Cc1c(Cl)cccc1Cl)Nc1cccc(S(=O)(=O)N2CCOCC2)c1,-18,3
COC(=O)c1ccc(NC(=O)CCN2C(=O)C3CC=CCC3C2=O)cc1 (configuration not stated),7,-6
CCn1ncc(Br)c1C(=O)Nc1cc(C)on1,4,-11
CCN[C@H]1CN(CCCOC)S(=O)(=O)c2sc(S(N)(=O)=O)cc21,-5,-2
COc1cccc(C(=O)NNS(=O)(=O)c2ccc(C)cc2)c1,6,-2
CCOC(=O)C1=NN(N=O)C2(CC(=O)N(c3cc(C)cc(C)c3)C2=O)C1 (configuration not stated),4,29
C=CCNc1sc(C(=O)c2cccs2)c(N)c1C#N,5,10
Cn1c(=O)c2cc(NC(=O)CCc3cccc(Cl)c3)ccc2n1Cc1cccc(C(F)(F)F)c1,-23,19
Cc1cc(C)c2sc(N(CCN(C)C)C(=O)CCS(=O)(=O)c3ccccc3)nc2c1,15,9
CC(=O)c1c(NCCc2ccccc2)nc(=S)n(-c2ccccc2)c1C,22,-25
CCOC(=O)C1=C(C)NC(C)=C(C(=O)OCC)C1C(=O)OCC(=O)N(C)Cc1ccccc1,-50,5
N#Cc1c(NCCCO)nc(-c2ccccc2)c2c1CCCC2,2,6

Going on with the list:
Compound,H9c2 TAG inh,H9c2 TAG inh DAPI viability
CCC(C)n1c(SCC(=O)NC2CCCC2)nc2ccccc2c1=O (configuration not stated),0,-1
CCCCN(CC)S(=O)(=O)c1ccccc1,-5,18
O=C(COC(=O)c1ccccc1O)NCCc1c[nH]c2ccccc12,11,1
O=C(CSc1nnc(C2CC2)n1C1CC1)c1cccs1,-6,0
Cc1nnc(NC(=O)CSc2nc3c(c(=O)n2CCc2ccccc2)SC(C)C3)s1 (configuration not stated),-2,-6
CCCNC(=O)CS(=O)(=O)c1ccccc1,-5,-8
COc1ccc(-c2nc3ccccc3n2OC(C)C(=O)O)cc1 (configuration not stated),12,-9
O=c1c2cc(N3CCOCC3)ccc2[nH]c(=S)n1CCN1CCCC1,-4,18
CSCCC(NC(=O)COc1ccccc1)C(=O)N(C)Cc1ccc(F)cc1 (configuration not stated),-13,3
CC/C(Cc1ccccc1)=N/NC(=O)CCn1nnc2ccccc21,2,2
O=C(NCCS(=O)(=O)N1CCN(c2ccccc2)CC1)c1cccs1,-11,-5
O=c1[nH]c2ccccc2c2oc(CCl)nc12,-4,-5
COc1ccc(S(=O)(=O)N(C)C[C@@H]2Oc3ccc(NS(=O)(=O)c4cn(C)cn4)cc3C(=O)N([C@@H](C)CO)C[C@@H]2C)cc1,3,-5
O=C(O)c1ccc(NN=Cc2cc(=O)[nH]c(=O)[nH]2)cc1,0,1
COc1cccc(NC(=O)COC(=O)C2CCCCC2)c1,-2,-10
Cc1noc(NS(=O)(=O)c2ccc(NC(=O)c3cccc(S(=O)(=O)N(C)c4ccccc4)c3)cc2)c1C,7,-1
CCOC(=O)C1CCN(C(=O)Cn2cc(C#N)c3ccccc32)CC1,-7,-8
O=C(O)CCC(=O)Nc1ccc(Br)cc1C(=O)c1ccccc1Cl,7,-8
C=CCN1CCc2c(cc(O)c(O)c2Cl)C(c2ccccc2)C1 (configuration not stated),-6,-1
CC1CC(C)CN(C(=O)COC(=O)c2nn(C)c(=O)c3ccccc23)C1 (configuration not stated),10,-4
NC(N)=NCC(O)CN(c1ccccc1)c1ccccc1 (configuration not stated),0,6
C/C=C(\C)C(=O)Nc1cccc(C2=NOC3(C2)C[C@@H](C(N)=O)N(C(=O)/C(C)=C/C)C3)c1 (some centres not stated),2,0
CCc1ccc(C(=O)N2CCC(c3nc4ccccc4s3)CC2)cc1,1,13
CN(C)C(CNC(=O)c1ccc(NS(=O)(=O)c2ccc(F)cc2)cc1)c1ccco1 (configuration not stated),13,-1
CN(C(=O)COC(=O)c1ccccc1NCc1ccco1)c1c(N)n(Cc2ccccc2)c(=O)[nH]c1=O,-27,11
COc1ccccc1C(=O)N1CCN=C1SCc1cccnc1,-1,7
CSc1cccc(NS(=O)(=O)c2ccc3c(c2)NC(=O)C(C)C(=O)N3)c1 (configuration not stated),-3,2
CC1=CC(=C(C#N)c2nc3ccccc3s2)C=C(C)N1CC1CCCO1 (configuration not stated),5,-12
O=C(CS(=O)c1ccc(C(F)(F)F)cc1[N+](=O)[O-])Oc1ccccc1 (configuration not stated),-18,-4
Cc1ccccc1C(=O)NC(=S)Nc1ccccc1C(=O)O,4,-24

Part of the list above in a different format.
Below each SMILES: H9c2 TAG inh	H9c2 TAG inh DAPI viability
CSc1cccc(NS(=O)(=O)c2ccc3c(c2)NC(=O)C(C)C(=O)N3)c1 (configuration not stated)
  -3	2
CC1=CC(=C(C#N)c2nc3ccccc3s2)C=C(C)N1CC1CCCO1 (configuration not stated)
  5	-12

Later entries.
Compound,H9c2 TAG inh,H9c2 TAG inh DAPI viability
Cc1ccc(-c2nc3ccccc3c(C(=O)NCc3cccs3)c2C)cc1,-4,-12
COc1cc2c(cc1OC)C(c1cccs1)N(C(=O)c1ccc(S(=O)(=O)N(C)C)cc1)CC2 (configuration not stated),-6,0
CCOC(=O)C1CCN(C(C(=O)Nc2ccc3c(c2)OCCO3)c2ccccc2)CC1 (configuration not stated),-30,-6
Cc1c(Br)cccc1NC(=O)C1(C)CCN1Cc1ccccc1OC(F)F (configuration not stated),-1,0
COc1ccc(C(=O)/C=C/c2cccs2)c(OC(=O)N2CCOCC2)c1,2,-10
C[C@H]1CN([C@@H](C)CO)C(=O)Cc2cc(NC(=O)Cc3cn(C)c4ccccc34)ccc2O[C@@H]1CN(C)S(=O)(=O)c1cn(C)cn1,4,5
Cc1ccc(C(C)C)c(OCCn2c(=O)oc3ccccc32)c1,-10,5
O=C1C=CC(=O)N1CCCCCCCCCCN1C(=O)C=CC1=O,-4,0
Cc1ccc(C)c(S(=O)(=O)C(C#N)c2nc3ccccc3nc2N2CC(C)OC(C)C2)c1 (configuration not stated),-13,4
CCN(CC(=O)Nc1cccc(S(=O)(=O)N2CCOCC2)c1)Cc1ccccc1,-17,-2
COc1ccccc1N1CCN(C(=O)CN(C)S(=O)(=O)c2ccc(C)cc2)CC1,-6,2
O=C(COC(=O)CN1C(=O)NC2(CCCC2)C1=O)Nc1ccc(C(F)(F)F)cc1[N+](=O)[O-],-4,0
COc1ccc(C2=NN(C(=O)c3ccco3)C(c3cccs3)C2)cc1OC (configuration not stated),2,1
COc1cc(C2C3=C(CCCC3=O)Nc3c2c(C)nn3-c2cccc(C)c2)cc(OC)c1O (configuration not stated),13,-3
CC1CCCCN1C(=O)CSc1nc(N)nc(N)n1 (configuration not stated),-3,3
Cn1c(=O)c2cc(NC(=O)CCc3ccccc3)ccc2n1Cc1cccc(C(F)(F)F)c1,14,7
COc1cccc(-n2c(C)nc3c(cnn3-c3ccc(Cl)cc3)c2=O)c1,-81,7
CCOc1ccccc1Nc1nnc(SCC(=O)NC(Cc2c[nH]c3ccccc23)C(=O)O)s1 (configuration not stated),6,-6
CCN(CC)S(=O)(=O)c1ccc2oc(C(=O)N3CCCCCC3)c(C)c2c1,-9,2
CC(C)OCCCn1c(=N)c(C(N)=S)cc2c(=O)n3ccccc3nc21,20,-7

Some values from the list:
Reading for `CCN(CC(=O)Nc1cccc(S(=O)(=O)N2CCOCC2)c1)Cc1ccccc1` in H9c2 TAG inh: -17
Reading for `CC1CCCCN1C(=O)CSc1nc(N)nc(N)n1` (configuration not stated) in H9c2 TAG inh: -3

Entries of single compounds as entered above. Order of screens: H9c2 TAG inh, H9c2 TAG inh DAPI viability
Cc1c(Br)cccc1NC(=O)C1(C)CCN1Cc1ccccc1OC(F)F (configuration not stated) as listed: -1, 0
CC1CCCCN1C(=O)CSc1nc(N)nc(N)n1 (configuration not stated) as listed: -3, 3
O=C1C=CC(=O)N1CCCCCCCCCCN1C(=O)C=CC1=O as listed: -4, 0
Cc1ccc(-c2nc3ccccc3c(C(=O)NCc3cccs3)c2C)cc1 as listed: -4, -12
Cn1c(=O)c2cc(NC(=O)CCc3ccccc3)ccc2n1Cc1cccc(C(F)(F)F)c1 as listed: 14, 7

Not all compounds are listed; rates above refer to the full screens.
